14-3-3 Bad inh – disrupts binding of bovine 14-3-3 zeta to phospho-Bad peptide. TR-FRET 14-3-3zeta/Dy647-pBad peptide displacement, 1 h. P63103. inhibition, % at 21.7 µM. 0.71% of 220,000 active;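 active means inhibition above about 70%, limit read from the data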;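 further: 0% = full 14-3-3 plus peptide FRET controls and 100% = background without 14-3-3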
Target sequence (P63103 whole entry, looked up): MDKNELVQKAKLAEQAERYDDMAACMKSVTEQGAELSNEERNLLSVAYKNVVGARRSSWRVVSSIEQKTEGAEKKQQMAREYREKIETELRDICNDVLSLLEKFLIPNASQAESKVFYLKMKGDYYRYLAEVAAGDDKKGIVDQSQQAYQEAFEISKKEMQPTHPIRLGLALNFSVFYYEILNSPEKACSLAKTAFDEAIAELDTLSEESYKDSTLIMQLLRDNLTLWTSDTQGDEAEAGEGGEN
FXIIa inh – inhibitors of human coagulation factor XIIa | P00748 | 0.3% of 220,000 active | purified FXIIa, Boc-QGR-AMC fluorogenic substrate, 2 h | inhibition, % at 5 µM; in the data active means inhibition above about 40%;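 further: 0% = enzyme with no compound and 100% = blank without enzyme; many of its hits are not listed in these tables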
Target sequence (P00748 20-372 limits assumed): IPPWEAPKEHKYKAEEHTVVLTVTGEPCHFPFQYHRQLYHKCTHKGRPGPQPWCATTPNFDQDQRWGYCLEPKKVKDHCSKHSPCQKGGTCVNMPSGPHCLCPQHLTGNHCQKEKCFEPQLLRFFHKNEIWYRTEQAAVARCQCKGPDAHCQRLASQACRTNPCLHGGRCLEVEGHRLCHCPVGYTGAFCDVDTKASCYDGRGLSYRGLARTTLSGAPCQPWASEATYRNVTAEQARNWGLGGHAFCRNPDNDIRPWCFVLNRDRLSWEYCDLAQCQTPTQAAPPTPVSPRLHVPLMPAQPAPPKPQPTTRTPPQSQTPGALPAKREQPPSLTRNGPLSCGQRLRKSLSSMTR
Target sequence (P00748 373-615 limits assumed): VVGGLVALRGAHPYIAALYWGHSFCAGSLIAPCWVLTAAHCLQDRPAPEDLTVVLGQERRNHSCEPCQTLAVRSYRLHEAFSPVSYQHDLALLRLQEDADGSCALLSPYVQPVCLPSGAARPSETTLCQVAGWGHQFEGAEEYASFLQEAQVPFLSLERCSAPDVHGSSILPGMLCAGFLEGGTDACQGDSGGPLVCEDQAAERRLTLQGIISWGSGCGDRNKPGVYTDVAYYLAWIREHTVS
p97 ATPase inh – inhibitors of human p97 ATPase; recombinant p97 ATPase, Kinase-Glo ATP luminescence, 3 h; inhibition, % at 8 µM; 0.42% of 220,000 active; AID 1481; in the data active means inhibition above about 15%;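 further: 0% = DMSO vehicle and 100% = wells lacking enzyme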
Rad51 HR inh – Rad51 (human) homologous recombination inhibition; Q06609; inhibition, % at 10 µM; 0.085% of 200,000 active; hRad51 DNA strand exchange, fluorescence dequenching;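 active means inhibition above 40% at the single screening dose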;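 further: 0% = DMSO control wells and 100% = blanks with heterologous ssDNA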
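Material: hRad51 filaments on single-stranded DNA; Reagent: Donor/quencher-labelled 47-bp dsDNA substrate; Compound: 10 µM final, single point; Schedule: 37 °C 15-min filament assembly, 30-min compound preincubation, 15-min exchange; Technique: FRET fluorescence, excitation 485 nm, emission 520 nm; Benchmarks: control wells and blank wells on each plate.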
FXIa inh – factor XIa (human) inhibition; 0.14% of 220,000 active; AID 798; purified FXIa, Boc-Glu-Ala-Arg-AMC fluorogenic substrate; P03951; inhibition, % at 5 µM;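 active means inhibition of at least 40%; inactive means inhibition below 40%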;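 further: fluorescence of freed AMC excited at 355 nm; 0% = enzyme without compound and 100% = no enzyme blank; many of its hits are not listed in these tables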
KLK5 inh – blocks human kallikrein 5 protease activity. 0.59% of 210,000 active. AID 873. inhibition, % at 5 µM. recombinant hK5, fluorogenic AMC substrate cleavage;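 active means inhibition of 40% or more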;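 further: 0% = enzyme controls without compound and 100% = no-enzyme blanks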
Target sequence (Q9Y337 67-293 limits assumed): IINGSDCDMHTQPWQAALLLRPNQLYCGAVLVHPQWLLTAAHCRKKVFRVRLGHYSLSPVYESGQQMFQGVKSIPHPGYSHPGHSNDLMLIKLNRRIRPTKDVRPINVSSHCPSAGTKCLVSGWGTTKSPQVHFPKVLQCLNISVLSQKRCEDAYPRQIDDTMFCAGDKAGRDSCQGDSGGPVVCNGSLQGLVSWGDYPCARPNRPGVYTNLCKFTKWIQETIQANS
eIF4E-4G inh – inhibitors of eIF4E and eIF4G interaction in translation initiation; P63073+Q04637; TR-FRET eIF4E-eIF4GI(517-606) binding, 2 h; inhibition, % at 21.7 µM; 0.37% of 220,000 active; AID 782;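 active means inhibition above about 30%, limit read from the data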;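 further: 0% = full FRET control wells and 100% = background wells lacking eIF4GI fragment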
Mdm2 ligase inh – Mdm2 E3 ligase (human) inhibition; Q00987; cell-based MDM2 ubiquitination luciferase reporter, 2 h; 0 = plate control, 100 = twice control, blank-subtracted; signal enhancement, % at 5 µM; 0.11% of 210,000 active;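 active means signal enhancement of 30% or more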;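 further: luminescence tracks abundance of the self-degrading MDM2-luciferase fusion protein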
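Assay system: mammalian cells stably expressing self-ubiquitinating, self-degrading MDM2 E3–luciferase fusion. Quantity: 2000 cells in each well. Medium: DMEM culture medium. Compound dosing: single-point 5 µM. Timing: cell settling 4 h, compound treatment 2 h, both 37 °C. Technique: luciferase luminescence. Read-out basis: percent signal gain over controls, blank-subtracted. Benchmarks: plate controls and plate blanks.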
Wee1 stabilizer – human Wee1 degradation inhibition, primary screen; HeLa Luc-Wee1K328M stability, luciferase luminescence; 100% = proteasome inhibitor MG132 effect; reporter increase, % at 5 µM; 1.2% of 220,000 active;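 active means activation above the mean of all tested compounds plus 3 SD, set per screening run, cut at about 8.8% in these data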;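 further: cells exposed to compound for 20 h before luminescence read; 0% = DMSO alone and 100% = MG132 at 30 µM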
Starred values were filed as active, the others as inactive; · = no result given; [ ] = dose if it differs, or a comment. Not a hit list; overall some 3.5% were active at least once.

SMILES	14-3-3 Bad inh	FXIIa inh	p97 ATPase inh	Rad51 HR inh	FXIa inh	KLK5 inh	eIF4E-4G inh	Mdm2 ligase inh	Wee1 stabilizer
N#CC1CCCc2c1[nH]c1ccc([N+](=O)[O-])cc21 (stereo not drawn)	-1.8	6.8	-0.5	·	-1.5	-0.6	-2.0	5.4	0.5
c1ccc(C2c3[nH]c4ccccc4c3CCN2Cc2cccn2-c2ccccn2)nc1 (stereo not drawn)	-3.7	28.8	-5.0	-17.9	24.6	24.9	-6.0	-7.8	-1.1
CSCC[C@H](NC(=O)c1cc([N+](=O)[O-])ccc1Cl)c1nc2ccccc2[nH]1	5.2	-2.3	2.1	-1.1	3.9	-3.8	-1.5[fluorescence artefact?]	-7.9	-2.2
CCCC(C)NC(=S)Nc1cc(C)cc(C)c1 (stereo not drawn)	-8.1	2.3	-4.0	-8.3	-4.6	-5.4	-2.7	-6.7	-0.8
N#Cc1cnn2cc(CCN3CCOCC3)c(-c3ccc(F)cc3)nc12	-5.5	2.9	10.8	·	-0.6	10.6	2.9	3.7	2.2
O=C(O)C(Cc1cc2ccccc2[nH]1)N1C(=O)C2CC=C(Cl)CC2C1=O (stereo not drawn)	-13.2[fluorescence artefact?]	15.9	4.3	8.9	7.7	-4.5	-4.0[fluorescence artefact?]	-1.0	-2.6
O=C(Nc1ccc2nc(-c3cccs3)[nH]c2c1)c1cccs1	0.9[fluorescence artefact?]	27.7	15.2*	6.3	15.9	32.7	-8.2[fluorescence artefact?]	-23.7	5.0
CC1=[N+]([O-])C(C)(C)CC(C)(C)c2ccccc21	21.4[fluorescence artefact?]	1.5	2.3	12.8	-2.9	-5.3	4.9[fluorescence artefact?]	1.8	3.4
c1ccc(-c2ccccc2OCc2nnc3n2CCC3)cc1	3.0	3.6	1.8	·	8.3	-0.6	0.9	-9.6	0.3
OCC1(Cc2ccccc2)CCCN(Cc2c[nH]c3ccccc23)C1 (stereo not drawn)	-0.9	6.4	-1.3	-5.1	-2.1	4.7	1.4	-18.7	0.2
CCCCn1c(N)c(N(CC)C(=O)c2ccc3c(c2)S(=O)(=O)c2ccccc2C3=O)c(=O)[nH]c1=O	6.3[fluorescence artefact?]	-4.0	-8.1	0.6	-4.5	9.0	3.6[fluorescence artefact?]	11.9	5.8
COc1cccc(Cn2cc(N)cn2)c1	-7.0	1.6	2.6	1.5	-3.6	-12.9	-3.7	3.1	-1.2
COCCNS(=O)(=O)c1cc(OC)c(C)cc1C	0.4	4.5	8.4	·	-0.4	·	3.6	·	7.1
Cc1ccc(NC(=O)CN(C)C(=S)NC2CC2)cc1	-14.8	12.5	5.5	5.4	-4.5	8.5	5.0	-22.9	0.7
CCOC(=O)C1(CC2CCCCO2)CCN(C(=O)Nc2ccc3c(c2)OCO3)CC1 (stereo not drawn)	-5.2	6.5	-0.3	-39.2	1.8	·	2.2	-0.2	-1.1
CCOC(=O)NN1C(=O)c2ccccc2NC1c1ccccc1 (stereo not drawn)	11.9	-8.8	-3.6	3.5	-11.3	-12.5	4.5	-5.1	2.8
CC(C)OC(=O)CSc1nnc(CNc2ccc(Cl)cc2)n1Cc1ccccc1	-1.9	16.5	-6.6	1.0	10.9	0.0	-4.1	·	-0.7
Cc1cc(NC(=O)COC(=O)C2CCN(C(=O)c3ccc(Cl)cc3)CC2)no1	-1.1[fluorescence artefact?]	13.6	5.2	1.0	0.8	-15.4	-10.1[fluorescence artefact?]	-3.0	-3.4
Cc1cc(NC(=O)c2ccc(S(=O)(=O)Nc3ccccc3)cc2)no1	-4.6	10.0	1.2	-5.0	1.6	-29.9	-5.3	-0.6	1.2
O=C(O)CCCNS(=O)(=O)c1ccc(NCc2ccccc2)c(C(=O)O)c1	-8.7	11.9	4.8	-7.8	1.3	3.8	4.8	-11.4	-0.2
COc1ccc(C(=O)NCCc2nnc(SCC(=O)Nc3ccccc3C(C)C)n2C)cc1	-8.3	9.5	-4.5	-3.9	-13.6	-28.0	-20.9[fluorescence artefact?]	-12.9	0.9
CN(C)CCCN(Cc1cc2cc3c(cc2[nH]c1=O)OCO3)C(=S)Nc1ccccc1	-3.1	11.7	-2.0	-5.8	1.3	6.6	2.9	-7.2	4.9
CC(C)(C)NC(=O)COC(=O)c1ccccc1NC(=O)c1ccco1	0.8	·	-2.5	-1.1	36.2	37.3	1.1	-89.5	0.0
Cn1cccc1CC(=O)NNC(=S)Nc1ccc(Cl)cc1Cl	-0.8	12.7	8.3	·	11.9	-125.9	2.6	·	1.6
Cc1ccc(NC(=O)COc2ccc(Br)cc2CO)cc1	6.9	8.8	-6.6	-4.6	1.6	-10.3	-1.7	-4.1	-0.6

Limited to p97 ATPase inh, Wee1 stabilizer and Rad51 HR inh (2 entries from above):
smiles,p97 ATPase inh,Wee1 stabilizer,Rad51 HR inh
Cc1cc(NC(=O)COC(=O)C2CCN(C(=O)c3ccc(Cl)cc3)CC2)no1,5.2,-3.4,1.0
c1ccc(C2c3[nH]c4ccccc4c3CCN2Cc2cccn2-c2ccccn2)nc1 (stereo not drawn),-5.0,-1.1,-17.9

The listing continues.
SMILES	14-3-3 Bad inh	FXIIa inh	p97 ATPase inh	Rad51 HR inh	FXIa inh	KLK5 inh	eIF4E-4G inh	Mdm2 ligase inh	Wee1 stabilizer
COc1cc(/C=N/S(=O)(=O)CCc2ccccc2)cc(OC)c1O	4.1	5.6	2.4	-5.7	8.6	-1.5	1.5	-14.6	0.3
CC(C)(C)C(=O)CN1CCN(C2c3ccccc3-c3ccccc32)CC1	8.3	15.8	-2.0	2.3	1.9	2.7	-10.8	10.5	0.7
COc1ccc(-c2cc(-c3ccccc3)nc(SCC(=O)Nc3ncc(C)s3)c2C#N)cc1	-36.6	-12.7	0.5	3.3	-0.7	-6.7	18.6[fluorescence artefact?]	5.5	-1.2
C/C(=N\NC(N)=S)c1ccc(-n2ccnc2)cc1	3.8	5.5	7.9	15.2	0.2	2.8	-5.4	·	-2.8
COC(=O)c1cccc(COC(=O)c2ccc(CS(=O)(=O)c3ccc(C)cc3)cc2)c1	11.2[fluorescence artefact?]	14.1	-1.8	2.8	3.9	-1.3	-10.0	·	1.9
CC1(C)CC(=O)C2=C(C1)N(c1ccccc1)C(=O)C2(O)C(F)(F)F (stereo not drawn)	-14.5	-3.2	-1.4	-2.1	-4.6	-15.7	3.5	-12.3	3.9
Cc1oc2cc(O)ccc2c(=O)c1Oc1ccccc1	1.6	4.4	0.6	23.4	-4.9	-12.9	-6.9	-20.5	-0.2
NNCCc1ccccc1	43.0	3.5	-1.3	-2.9	5.8	-7.5	0.5	·	0.9
N#C/C(=C\c1c(N2CCC(C(N)=O)CC2)nc2ccccn2c1=O)S(=O)(=O)c1ccccc1	9.8	0.7	-1.3	-1.8	-3.3	-1.0	-0.8[fluorescence artefact?]	-11.4	-2.2
CCSc1ncc(/C=N/Nc2ccc(Cl)cc2)n1C	0.6[fluorescence artefact?]	15.4	-0.8	7.3	10.8	-19.1	3.0[fluorescence artefact?]	-12.0	0.2
Fc1ccc(C2NC(=S)NC3=C2N2CCC3CC2)cc1 (stereo not drawn)	-9.9[fluorescence artefact?]	9.8	1.9	2.5	-2.6	-2.6	-7.6[fluorescence artefact?]	-13.5	1.1
COc1cc2c(cc1NC(=O)C(C)OC(=O)C1CC(=O)N(Cc3ccco3)C1)oc1ccccc12 (stereo not drawn)	6.2[fluorescence artefact?]	9.3	0.5	-0.1	1.4	-6.6	4.1	-10.1	-0.2
COc1ccc(C2=NN(C(=O)COc3ncnc4ccccc34)C(c3ccco3)C2)cc1 (stereo not drawn)	-5.3	3.7	7.8	10.0	-2.7	-5.1	-2.0	3.7	-0.1
CC1CCc2c(sc3ncn4c(SCC(=O)NCc5ccco5)nnc4c23)C1 (stereo not drawn)	·	6.4	-2.2	3.5	5.5	-5.9	·	2.5	2.3
CCN(C(=O)CSc1nc2cc(C(=O)OC)ccc2c(=O)n1Cc1ccco1)c1cccc(C)c1	-7.0	13.9	-1.7	3.4	0.1	3.5	-20.9	-10.1	5.1
CCn1c(SCC(=O)NC(=O)NCc2ccco2)nnc1-c1cccs1	1.0	21.4	-5.2	0.0	2.3	-13.7	0.6	-6.1	-0.5
COc1ccc(CC(=O)NC(C)(C)C)cc1S(=O)(=O)N1CCOCC1	-1.6	4.6	3.4	-0.9	-4.4	-3.1	4.1[fluorescence artefact?]	1.2	6.7
O=C(CC1Oc2ccccc2NC1=O)NCCCN1CCOCC1 (stereo not drawn)	3.5	6.2	0.7	-2.7	-4.5	-3.5	-0.8	-5.0	-2.5
O=C1C=CC(=O)N1CCNc1ncc(C(F)(F)F)cc1Cl	6.5	6.9	-3.4	-5.9	7.2	-5.6	4.6	-12.4	-1.8
CC1=NNC(=O)C1CC(=O)N/N=C/C(Br)=C/c1ccccc1 (stereo not drawn)	-2.5	12.6	0.5	17.5	3.6	3.6	0.8	-10.4	1.6
COc1ccc(-c2cc(=O)c3c(O)c(OC)c(O)cc3o2)cc1	-2.4	13.3	-1.4	-2.3	6.6	5.2	-2.0	-45.7	3.5
O=C(CSCCO)Nc1ccc(C23CC4CC(CC(C4)C2)C3)cc1	-1.9	17.4	-0.3	3.0	5.9	-7.9	0.0	-5.5	3.8
COc1cc(C(CC(=O)O)n2cnnn2)ccc1OC(C)C (stereo not drawn)	-19.4	6.9	0.5	36.1	-2.8	-7.4	2.5	3.9	4.3
COc1cc(C=Nc2ccccc2C(=O)Nc2ccccc2)cc(OC)c1OC	-3.5[fluorescence artefact?]	4.3	1.1	3.1	-1.3	-15.2	0.2	10.0	0.5
COc1ccc(N2C(=O)CC(N3CCOCC3)C2=O)cc1 (stereo not drawn)	-7.6[fluorescence artefact?]	-2.4	7.5	5.3	-5.0	-1.7	6.4[fluorescence artefact?]	-9.3	-1.7

Two records picked at random from those above:
SMILES	14-3-3 Bad inh	FXIIa inh	p97 ATPase inh	Rad51 HR inh	FXIa inh	KLK5 inh	eIF4E-4G inh	Mdm2 ligase inh	Wee1 stabilizer
CCSc1ncc(/C=N/Nc2ccc(Cl)cc2)n1C	0.6[fluorescence artefact?]	15.4	-0.8	7.3	10.8	-19.1	3.0[fluorescence artefact?]	-12.0	0.2
N#C/C(=C\c1c(N2CCC(C(N)=O)CC2)nc2ccccn2c1=O)S(=O)(=O)c1ccccc1	9.8	0.7	-1.3	-1.8	-3.3	-1.0	-0.8[fluorescence artefact?]	-11.4	-2.2

Other compounds:
SMILES	14-3-3 Bad inh	FXIIa inh	p97 ATPase inh	Rad51 HR inh	FXIa inh	KLK5 inh	eIF4E-4G inh	Mdm2 ligase inh	Wee1 stabilizer
C/C(=N\NS(=O)(=O)c1ccccc1)c1ccccc1	-8.7	6.2	4.0	-4.9	-1.7	1.0	2.9	6.6	4.7
COc1ccc(C(=O)CNc2ccc3ccccc3c2)cc1	-12.8	6.5	2.1	-43.6	-0.7	3.7	3.3	-3.9	1.6
C/C(N)=C(/C#N)C(=O)COC(=O)c1oc2ccccc2c1COC(C)C	-1.8	1.4	4.5	-8.3	-5.2	-3.9	2.3	-11.5	-3.6
COc1ccc(Cn2c(C)nc3oc4cc(OC)ccc4c(=O)c3c2=O)cc1	-5.5[fluorescence artefact?]	5.7	5.1	-10.4	2.3	-13.5	-4.4	-0.6	-1.5
COP(=O)(OC)C(Nc1cc(Cl)cc(Cl)c1)c1cccc(O)c1 (stereo not drawn)	-11.7	0.8	0.5	-39.5	-4.6	-6.7	5.1	-7.7	0.4
c1csc(-c2nc(-c3ccncc3)no2)c1	-8.4	4.7	1.2	-9.7	1.0	1.5	-7.5	-13.0	-1.4
